# zVAD death inh = L929 zVAD cell death inhibition | AID 1377 | L929 zVAD necroptosis rescue, ATP luminescence, 24 h; with zVAD 60 µM | viability rescue, % at 10 µM | hit rate 0.38% among 220,000;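 active means activation, scaled between plate controls, above about 75%, limit read from the data; inactive means activation under that limit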;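 further: 0% = zVAD with DMSO and 100% = DMSO alone without zVAD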
# FXIa inh = factor XIa (human) inhibition; P03951; purified FXIa, Boc-Glu-Ala-Arg-AMC fluorogenic substrate; inhibition, % at 5 µM; hit rate 0.14% among 220,000; AID 798;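 active means inhibition of at least 40%; inactive means inhibition below 40%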;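 further: fluorescence of freed AMC excited at 355 nm; 0% = enzyme without compound and 100% = no enzyme blank; many of its hits are not listed in these tables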
# Tb hexokinase = T. brucei hexokinase 1 inhibition; AID 1430; recombinant TbHK1, G6PDH-coupled NADH A340; inhibition, % at 10 µM; hit rate 0.11% among 220,000;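 active means inhibition of 50% or more in the single-dose primary screen; inactive means inhibition below 50%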
# EP2 antag = inhibitors of human EP2 prostaglandin E2 receptor; P43116; C6 glioma cells expressing human EP2, cAMP TR-FRET; cells stimulated with saturating PGE2; inhibition, % at 25 µM; hit rate 0.52% among 260,000;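 active means percent inhibition above 40 after rounding to a whole number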;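 further: rat C6 glioma host cells with rolipram phosphodiesterase inhibitor present; the protocol text gives 20 µM as final concentration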
# Target sequence (P43116 whole entry, looked up): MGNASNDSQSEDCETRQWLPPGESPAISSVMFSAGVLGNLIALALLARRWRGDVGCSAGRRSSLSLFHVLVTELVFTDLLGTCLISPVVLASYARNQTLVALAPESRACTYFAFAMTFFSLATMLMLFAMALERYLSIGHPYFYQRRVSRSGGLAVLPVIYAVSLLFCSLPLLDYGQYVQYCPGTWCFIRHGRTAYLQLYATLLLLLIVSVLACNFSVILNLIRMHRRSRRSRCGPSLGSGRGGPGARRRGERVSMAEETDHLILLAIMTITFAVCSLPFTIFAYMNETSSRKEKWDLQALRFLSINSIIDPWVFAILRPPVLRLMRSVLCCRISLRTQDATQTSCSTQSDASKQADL
# CHOP inhibitor = blocks CHOP induction under ER stress. CHO-K1 CHOP-promoter luciferase, tunicamycin-induced, 15-18 h. inhibition, % at 10 µM. hit rate 3.8% among 220,000. AID 2732;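 active means compounds that reduced the stress-induced luciferase reporter signal by more than about 70% of percent inhibition, limit read from the data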;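 further: 0% = tunicamycin plus vehicle and 100% = wells without tunicamycin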
# TNF necrop inh = TNF-alpha cell death inhibition in Jurkat FADD-/- cells; Jurkat FADD-/- TNF necroptosis rescue, ATP luminescence, 24 h; 0 = TNF only, 100 = no-TNF cells; activation (protection from cell death), % at 10 µM; hit rate 0.068% among 220,000; AID 463075;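 active means activation, meaning protection from cell death, of at least 50% relative to plate controls; inactive means activation below 50%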;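 further: necroptosis triggered by 40 ng/mL TNF-alpha added together with compound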
# Wee1 degr inh = human Wee1 degradation inhibition, primary screen; P30291; HeLa Luc-Wee1K328M stability, luciferase luminescence; 100% = proteasome inhibitor MG132 effect; reporter increase, % at 5 µM; hit rate 1.2% among 220,000; AID 1321;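 active means activation above the mean of all tested compounds plus 3 SD, set per screening run, cut at about 8.8% in these data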;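 further: cells exposed to compound for 20 h before luminescence read; 0% = DMSO alone and 100% = MG132 at 30 µM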
# Target sequence (P30291 whole entry K328M): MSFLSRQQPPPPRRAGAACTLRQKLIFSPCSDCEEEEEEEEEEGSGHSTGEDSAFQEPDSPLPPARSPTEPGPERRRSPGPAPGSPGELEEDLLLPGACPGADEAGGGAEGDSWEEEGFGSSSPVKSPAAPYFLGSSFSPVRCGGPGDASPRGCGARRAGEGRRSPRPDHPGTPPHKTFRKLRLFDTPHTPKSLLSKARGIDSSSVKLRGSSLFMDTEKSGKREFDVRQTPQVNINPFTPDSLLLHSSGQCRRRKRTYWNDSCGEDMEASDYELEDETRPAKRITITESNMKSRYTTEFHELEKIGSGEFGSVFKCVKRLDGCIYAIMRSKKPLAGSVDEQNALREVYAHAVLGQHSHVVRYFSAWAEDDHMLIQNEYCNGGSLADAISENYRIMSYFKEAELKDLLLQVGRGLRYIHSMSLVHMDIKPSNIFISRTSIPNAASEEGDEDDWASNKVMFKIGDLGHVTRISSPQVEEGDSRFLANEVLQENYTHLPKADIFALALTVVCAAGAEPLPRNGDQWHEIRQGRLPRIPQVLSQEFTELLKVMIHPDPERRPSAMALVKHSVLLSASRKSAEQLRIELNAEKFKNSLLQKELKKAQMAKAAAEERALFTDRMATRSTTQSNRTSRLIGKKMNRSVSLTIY
# PPC-1+TRAIL kill = compounds killing PPC-1 cancer cells with TRAIL present (potentiator screen, no TRAIL-free arm) | PPC-1 cells + TRAIL, ATPLite viability luminescence | cell killing (% activity), % at 4 µM | hit rate 0.41% among 220,000;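 active means cell killing above 50% in the first pass at 4 µM, then a duplicate retest at 5 µM averaging 50% or more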;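 further: plate controls were cells with TRAIL plus DMSO for no effect and medium-only wells lacking cells for full effect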
# FXIIa inh = factor XIIa (human) inhibition; purified FXIIa, Boc-QGR-AMC fluorogenic substrate, 2 h; inhibition, % at 5 µM; hit rate 0.3% among 220,000; P00748; in the data active means inhibition above about 40%;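 further: 0% = enzyme with no compound and 100% = blank without enzyme; many of its hits are not listed in these tables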
# An asterisk follows results filed as active; / = no result given.
SMILES,zVAD death inh,FXIa inh,Tb hexokinase,EP2 antag,CHOP inhibitor,TNF necrop inh,Wee1 degr inh,PPC-1+TRAIL kill,FXIIa inh
Cc1ccc(CNC(=O)C(=O)NCC2OCCN2C(=O)c2ccc(Cl)cc2)cc1 (stereo not given),/,22,-2,7,22,-1.9,5,8,27
O=C(O)/C=C/c1cccc(NC(=O)c2ccccc2)c1,-1.5,25,0,7,-5,-9.3,-3,18,16
Cc1ccc(S(=O)(=O)c2cnc(-c3ccccc3)nc2Oc2ccccc2)cc1,1.7,-3,-8,16,-16,2.1,1,-7,4
CN1c2cccc3cccc(c23)N(C)C1(C)C,-0.1,5,-13,/,8,-6.2,0,22,15
COc1ccc(OCCCC(=O)Nc2ccc3c(c2)OCCO3)cc1,0.1,-4,5,5,6,-1.0,-1,14,2
COc1ccc(N2CCN(CCNS(=O)(=O)c3cccc4nsnc34)CC2)cc1,0.8,5,-8,10,41,2.2,1,15,11
Cc1ccc(-c2ccc(=O)n(CC(=O)NCCN3C(C)CCCC3C)n2)cc1 (stereo not given),-0.1,-11,1,20,68,-6.3,-3,35,13
Cn1c(N/N=C/c2cccs2)cc(=O)n(C)c1=O,0.9,0,-47,/,-1,0.6,0,6,-4
COc1ccc(-n2c(Cc3ccccc3)nnc2SCc2ccc([N+](=O)[O-])cc2)cc1,0.0,8,5,7,37,2.8,-1,10,11
NC(=O)C1(N2CCCCC2)CCN(C(=S)NC2CCCC2)CC1,4.2,-10,-3,8,9,0.6,6,11,2
CCSc1nc2c(sc3ccccc32)c(=O)n1C(C)C,0.8,-3,0,5,17,0.7,-1,13,8
COc1ccc2[nH]c3c(=O)n4c(nc3c2c1)SCCC4,2.1,-2,-15,8,4,-2.3,4,-8,5
C/C(=N\Nc1cccc([N+](=O)[O-])c1)c1cc(F)ccc1O,1.0,0,-16,8,35,0.6,-1,45,8
CCOc1ccc(C2C(C(=O)/C=C/c3ccco3)=C(O)C(=O)N2CCN2CCOCC2)cc1OC (stereo not given),0.0,-2,-24,14,7,-0.1,0,14,10
O=C(O)C1CC(=O)N(C2CCCCCC2)C1 (stereo not given),2.8,6,1,16,38,2.7,4,7,14
COCCOc1cc(-n2ccnc2SC)c(Cl)cc1Cl,-0.2,-11,-2,10,60,-5.3,-1,0,14
Cc1c(N=C2NC(=O)C(CC(=O)Nc3ccccc3)S2)c(=O)n(-c2ccccc2)n1C (stereo not given),-0.9,14,-1,8,-14,-0.8,0,-2,26
CCNC(=O)N1C(CC(=O)OCC)C(=O)NC2CCCCC21 (stereo not given),0.0,4,5,13,8,-0.4,1,4,12
Nc1nc(-c2ccc(Cl)cc2)nc(-c2ccc(Cl)cc2)n1,1.2,0,9,8,3,7.2,3,3,4
CC(C)=CCN1CCN(Cc2cc(F)ccc2-n2nc(C)cc2C)CC1CCO (stereo not given),-0.3,-2,6,3,6,1.4,-1,/,11
CC(=O)c1c(C)c2c(n1CCN(C)C)CCCC2,0.1,4,-10,8,10,2.9,-3,-1,18
Cc1[nH]nc(NNC(=O)c2ccccc2)c1[N+](=O)[O-],0.2,2,-25,12,12,-0.6,-1,2,9
N#Cc1nc(COc2ccc(Cl)cc2)oc1NCc1ccc2c(c1)OCO2,1.2,16,-3,22,73*,1.9,2,1,11
CCOc1ccc(-c2[nH]nc3c2C(c2ccc(O)cc2)C(C#N)=C(N)O3)cc1 (stereo not given),-0.1,3,14,6,13,-1.9,3,5,8
CC(C)OC(=O)c1ccc(N2C(=O)C3CC=CCC3C2=O)cc1 (stereo not given),1.0,3,4,14,29,1.4,-1,0,1
# (cont.)
SMILES,zVAD death inh,FXIa inh,Tb hexokinase,EP2 antag,CHOP inhibitor,TNF necrop inh,Wee1 degr inh,PPC-1+TRAIL kill,FXIIa inh
Cc1ccnc(SCC(=O)c2cc3ccccc3o2)n1,0.8,-2,-2,5,-8,-0.1,-3,6,0
COc1ccc(C2C(C(=O)N3CCN(C)CC3)c3cc(OC)c(OC)cc3C(=O)N2C)cc1 (stereo not given),3.8,-3,-5,15,5,1.4,0,7,9
CC(=O)N1CCN(c2nc(N)c(C#N)c(CC#N)c2C#N)CC1,0.6,5,-46,9,-10,-3.2,-3,7,11
O=C(O)/C=C/C(=O)Nc1ccc(Oc2ccc(NC(=O)/C=C/C(=O)O)cc2)cc1,0.9,9,0,8,9,1.3,-2,-4,7
CCN(CC)CCC#CC(O)(c1ccccc1)C1CCCCC1 (stereo not given),-1.6,3,2,5,17,2.7,4,-1,10
Brc1ccc(NC2=Nc3ccccc3CC2)cc1,0.2,19,2,9,-18,-0.1,1,9,13
COc1cccc(C2CCCN2Cc2nc(-c3cnccn3)no2)c1 (stereo not given),-0.1,3,-8,7,5,1.1,-2,-3,12
COCCN(C(=O)Cc1cccs1)c1nnc(-c2ccncc2)s1,0.4,8,-7,/,24,-2.1,-2,11,16
NC(=O)COc1ccc(-n2cnnn2)cc1,1.8,-4,-1,6,5,0.6,-3,-11,2
COCCNC(=S)N(CCc1c(C)[nH]c2ccccc12)Cc1ccco1,-1.7,9,1,8,1,-0.3,-2,13,9
COc1ccc(/C=N/NC(=O)c2ccc(CN3C(=O)c4cccc5cccc3c45)cc2)cc1O,-0.5,4,-29,9,9,-5.3,5,5,12
CCc1ccc(NC(=O)C2CCN(S(C)(=O)=O)CC2)cc1,0.0,0,1,6,-3,0.3,-1,7,11
Cc1ccnc(SCc2cn3c(C)cccc3n2)n1,-1.0,-1,2,3,-1,-0.2,3,17,4
N#Cc1ccc(-c2ccc(F)cc2)nc1Sc1ccccc1,0.1,-7,-13,11,2,0.5,0,-20,10
CCC(=O)Nc1nnc(SCc2ccccc2F)s1,7.1,-4,-1,15,23,1.3,-1,-4,4
O=C(Nc1cccc(S(=O)(=O)NC2=NCCC2)c1)c1cc(-c2ccccn2)nc2ccccc12,55,-5,-12,12,9,0.4,6,20,9
O=C(Nc1ccccc1)N(Cc1ccccc1)CC(O)C(F)(F)F (stereo not given),-0.4,-9,-10,20,-20,-1.3,0,7,-7
COc1ccc2[nH]c(C(=O)Nc3ccc(C)c(F)c3)cc2c1,0.6,0,-5,12,-36,-1.7,1,18,0
Brc1cccc(OCCN2CCCCC2)c1,1.1,-4,27,4,28,2.7,-3,9,2
CC(=O)c1cc2c(cc1NC(=O)CSc1nc3ccccc3[nH]1)OCO2,0.6,3,-6,3,31,-0.3,9.8*,-22,8
O=C(NN=C1CCCCCCC1)c1ccccn1,0.5,2,-2,4,-38,-0.2,4,12,4
CCn1nnc(NC(=O)c2ccc(-c3ccc(Cl)cc3)o2)n1,-0.1,-3,-17,7,-1,-2.6,0,3,11
CC(C)(C)NC(=O)C(c1ccc(F)cc1)N(CCc1ccccc1)C(=O)c1ccn[nH]1 (stereo not given),-2.0,-2,-1,-2,24,-1.1,-5,/,7
Cn1c(=O)c2c(ncn2CC(=O)OCC(=O)NCc2ccccc2Cl)n(C)c1=O,-0.3,6,-1,12,5,0.2,1,5,3
COc1ccc(NC(=O)CN2C(=O)c3cccc4cccc2c34)c(OC)c1,0.3,-5,-7,13,-24,-0.4,4,-6,2

# Some of the entries above in a different format.
Structure | zVAD death inh | FXIa inh | Tb hexokinase | EP2 antag | CHOP inhibitor | TNF necrop inh | Wee1 degr inh | PPC-1+TRAIL kill | FXIIa inh
CCc1ccc(NC(=O)C2CCN(S(C)(=O)=O)CC2)cc1 | 0.0 | 0 | 1 | 6 | -3 | 0.3 | -1 | 7 | 11
Cc1ccnc(SCc2cn3c(C)cccc3n2)n1 | -1.0 | -1 | 2 | 3 | -1 | -0.2 | 3 | 17 | 4
N#Cc1ccc(-c2ccc(F)cc2)nc1Sc1ccccc1 | 0.1 | -7 | -13 | 11 | 2 | 0.5 | 0 | -20 | 10
CCC(=O)Nc1nnc(SCc2ccccc2F)s1 | 7.1 | -4 | -1 | 15 | 23 | 1.3 | -1 | -4 | 4

# Later entries:
SMILES,zVAD death inh,FXIa inh,Tb hexokinase,EP2 antag,CHOP inhibitor,TNF necrop inh,Wee1 degr inh,PPC-1+TRAIL kill,FXIIa inh
CC1(C)Oc2cc(N)c([N+](=O)[O-])cc2O1,0.1,3,-5,16,-1,1.0,-1,12,12
CCOc1ccc(Br)cc1C1C(C(=O)OC)=C(N)Oc2cc(N(C)C)ccc21 (stereo not given),-1.2,2,-9,17,56,-6.4,-2,-12,16
O=C1C=C(NC(=O)Nc2ccc(Cl)c(Cl)c2)CCC1,4.5,-5,-12,5,-19,2.0,2,-2,5
CCOC(=O)C1=C(C)n2c(s/c(=C3\C(=O)Nc4ccccc43)c2=O)=NC1c1ccc(OC)cc1 (stereo not given),2.1,-4,-16,5,78*,-3.2,6,-6,-2
CC(C)(C)c1ncc(S(=O)(=O)c2ccc(C(F)(F)F)cn2)c(N)n1,0.1,-8,-5,9,-3,0.1,0,-8,6
Cc1ccc(C(=O)Nc2nc3ccccc3c(=O)s2)cc1,-0.1,-4,-18,10,102*,0.0,-3,40,-11
Cc1ccc(S(=O)(=O)Oc2ccccc2/C=N/NC(=O)c2nn(C)cc2[N+](=O)[O-])cc1,0.8,3,2,5,3,-1.3,5,17,5
O=C(O)c1cccc(N2CCCC2=O)c1,-0.9,17,0,-1,8,-0.3,-1,/,17
Cc1ccc(C2Nc3ccc4ccccc4c3C3=C2C(=O)CC(C)(C)C3)o1 (stereo not given),0.4,13,5,8,20,-3.0,-1,28,17
CC(C)c1ccccc1NC(=S)NC(C)c1ccccc1 (stereo not given),-0.9,-5,35,3,27,-7.8,-2,-10,-4
Cc1ccccc1Nc1nc(N)nc(COC(=O)c2cccc(S(=O)(=O)N(C)C)c2)n1,0.0,3,31,5,-9,-0.3,3,8,12
CC1CCc2c(sc3ncn(CCO)c(=O)c23)C1 (stereo not given),0.9,4,4,7,-10,1.0,0,32,10
O=C(CCN1CCN(c2ccccc2)CC1)Nc1ccc(OCc2ccccc2)cc1,-0.3,-1,-4,10,30,-3.0,0,8,6
Cc1cc(Cl)ccc1OCC(=O)N[C@@H](Cc1ccccc1)c1nc2ccccc2[nH]1,0.9,9,-10,6,108*,2.0,-1,-2,20
Cc1ccc(NC(=O)c2ccc3c(c2)[nH]c(=O)n3C(C)C)cc1,47,3,-1,10,-9,0.9,-2,-8,/
CCCCn1c(Cc2ccccc2)nnc1SCC(=O)Nc1cc(C)on1,-0.1,9,-2,6,37,-0.4,-1,16,16
O=C(O)c1ccc(CS(=O)c2cccc(C(F)(F)F)c2)o1 (stereo not given),0.1,-16,-3,1,-8,0.4,4,/,0
COc1ccc(NC(=O)c2ccccc2-c2ccccc2)cc1,1.2,-2,4,10,11,1.4,-3,13,3
O=C(O)CCc1nnc(SCC(=O)Nc2ccc(Br)cc2)[nH]c1=O,0.5,-1,2,3,1,0.3,2,9,-6
O=C(O)CCC(=O)N(Cc1ccco1)C1CC(=O)N(c2ccccc2)C1=O (stereo not given),0.3,-1,-4,8,-15,2.5,2,1,2
CCN(CC)Cc1c[nH]c2c(C(=O)OC)cccc12,11,-8,1,9,7,4.8,-1,/,2
CC(=O)NS(=O)(=O)c1ccccc1,1.1,-8,1,17,4,0.5,-2,-15,-1
Nc1[nH]c(=S)nc2nc(-c3ccccc3)c(-c3ccccc3)nc12,0.4,4,0,8,-126,-3.7,2,3,12
O=C(O)CSc1cccc2cccc(C(=O)O)c12,-0.5,4,5,9,31,0.8,4,4,9
CCc1cccc(C)c1NC(=O)CN(C)Cc1ccccc1F,0.3,8,0,7,7,1.7,-1,14,13
Cc1cccc(-n2c(C)cc(/C=C3\NC(=O)NC3=O)c2C)c1,-0.4,-1,-32,4,-10,-2.2,3,13,6
O=C(NCC(O)c1ccccc1)c1ccccc1 (stereo not given),1.2,4,-3,15,8,2.6,2,18,8

# Source: PubChem

# The list is partial. The share of hits here may be higher or lower than overall.
